# PP1 counter: PP1-alpha (human) inhibition in PP5 counter-screen. P62136. purified PP1alpha, OMFP fluorescence. inhibition, % at 6.7 µM. 320,000 compounds, 0.9% hits;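 active means inhibition above the mean inhibition of all tested compounds plus 3 SD, computed separately for each screening campaign, cut at about 15% in these data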
# Target sequence (P62136 whole entry, looked up): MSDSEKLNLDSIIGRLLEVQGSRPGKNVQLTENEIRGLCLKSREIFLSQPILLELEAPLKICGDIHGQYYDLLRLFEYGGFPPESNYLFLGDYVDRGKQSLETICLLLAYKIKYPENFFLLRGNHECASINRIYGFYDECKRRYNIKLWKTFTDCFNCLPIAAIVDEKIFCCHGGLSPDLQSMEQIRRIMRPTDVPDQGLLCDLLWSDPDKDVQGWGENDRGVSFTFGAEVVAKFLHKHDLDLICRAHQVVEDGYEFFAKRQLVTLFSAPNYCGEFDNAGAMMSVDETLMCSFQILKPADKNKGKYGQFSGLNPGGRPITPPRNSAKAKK
# JMJD2C inh: human JMJD2C demethylase inhibition | GST-JMJD2C(1-420) H3K9me3 demethylation, DELFIA europium | AID 2099 | inhibition, % at 2.35 µM | Q9H3R0 | 330,000 compounds, 0.069% hits;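 active means more than half of a compound's replicate wells show inhibition beyond 50%, single wells judged on their own value; inconclusive means some, but no more than half, of replicates pass 50% inhibition; inactive means no replicate passes 50% inhibition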;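 further: signal counts dimethyl H3K9 product captured on neutravidin plate; 0% = median of DMSO wells and 100% = 0.3 times that DMSO median; strong numbers were not always called active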
# Target sequence (Q9H3R0 1-420 limits assumed): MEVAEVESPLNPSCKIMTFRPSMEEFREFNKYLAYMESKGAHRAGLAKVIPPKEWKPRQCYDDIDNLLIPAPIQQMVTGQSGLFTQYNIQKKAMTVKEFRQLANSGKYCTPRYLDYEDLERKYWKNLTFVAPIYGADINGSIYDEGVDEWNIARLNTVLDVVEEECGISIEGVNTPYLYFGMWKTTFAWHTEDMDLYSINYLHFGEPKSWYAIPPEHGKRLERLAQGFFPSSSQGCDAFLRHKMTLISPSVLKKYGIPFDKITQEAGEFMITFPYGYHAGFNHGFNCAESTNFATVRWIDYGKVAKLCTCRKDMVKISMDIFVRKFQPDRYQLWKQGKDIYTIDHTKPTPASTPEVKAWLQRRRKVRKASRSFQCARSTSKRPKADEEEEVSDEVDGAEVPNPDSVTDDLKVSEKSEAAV
# TPT1 inh: blocks Candida albicans tRNA 2'-phosphotransferase. recombinant caTPT1, FP RNA substrate dephosphorylation. inhibition, % at 5 µM. 300,000 compounds, 0.81% hits;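 active means inhibition above the mean of all tested compounds plus 3 SD, set per screening campaign, cut at about 24% in these data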;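 further: plate controls were DMSO alone for no effect and ferristatin control at 100 nM for full effect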
# procasp7 counter: counter-screen for procaspase-3 activators: activators of human procaspase-7. P55210. recombinant procaspase-7, Ac-DEVD-pNA absorbance 405 nm; D23A/D198A/D206A triple mutant, cannot self-cleave; scale: DMSO 0, 5 µM enzyme 100. activation, % at 8.5 µM. 330,000 compounds, 0.093% hits. AID 463210;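 active means percent activation above the screen-wide mean plus 3 SD, cut at about 25% in these data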
# Target sequence (P55210 whole entry D23A/D198A/D206A): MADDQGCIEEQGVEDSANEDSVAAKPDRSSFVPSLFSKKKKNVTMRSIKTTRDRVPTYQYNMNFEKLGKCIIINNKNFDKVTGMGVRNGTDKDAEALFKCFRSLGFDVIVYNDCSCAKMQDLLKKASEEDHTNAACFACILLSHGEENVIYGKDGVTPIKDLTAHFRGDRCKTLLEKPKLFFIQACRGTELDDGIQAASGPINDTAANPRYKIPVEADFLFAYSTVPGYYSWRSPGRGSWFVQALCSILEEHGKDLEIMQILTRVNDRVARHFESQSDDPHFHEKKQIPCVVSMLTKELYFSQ
#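 buffer or medium = Zinc-free HEPES/NaCl buffer, pH 7.4 | material = Procaspase-7 triple mutant (PC-7 D3A) | input = 2 µM procaspase-7 mutant as dispensed | signal = Epi-absorbance of released pNA at 405 nm, two timepoints | timing = 1 h preincubation, 2 h reaction | replicates = singlicate compound testing | evaluation = % activation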
# PP5 primary: inhibitors of human protein phosphatase 5 (PP5); P53041; purified PP5c, OMFP substrate fluorescence; inhibition, % at 6.7 µM; 320,000 compounds, 0.18% hits; AID 1987;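 active means inhibition above the campaign's mean inhibition across all tested compounds plus 3 SD, cut at about 9.5% in these data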;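 further: 0% = DMSO only and 100% = 100 µM cantharidin control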
# proCasp3 act: activates human procaspase-3. 330,000 compounds, 0.11% hits. activation, % at 8.5 µM. P42574. recombinant procaspase-3 D3A, Ac-DEVD-pNA absorbance 405 nm;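 active means activation above the mean of all tested compounds plus 3 SD, cut at about 21% in these data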;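 further: 0% = DMSO alone and 100% = DMSO wells spiked with extra 5 µM PC-3 D3A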
#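 Compound: 8.5 µM single point, 0.8% DMSO / Material: Autoprocessing-dead procaspase-3 D3A mutant enzyme / Timing: 1 h preincubation plus 2 h reaction at 25 °C / Medium: Zinc-free HEPES/NaCl buffer with 0.01% Triton X-100 at pH 7.4 / Technique: 405 nm absorbance of p-nitroaniline, reads at 0 and 120 min / Repeats: one well per compound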
# Efflux pump inh: antifungal efflux pump inhibition, Nile Red retention; AID 485275; 330,000 compounds, 0.44% hits; inhibition, % at 10 µM; S. cerevisiae Candida pump triplex;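 active means plate passing quality check with inhibition over a set limit, or well fluorescence over plate mean plus 4 SD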;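 further: Nile Red retained in pooled yeast measured as flow cytometry median fluorescence; 0% = buffer negative control and 100% = Enniatin B positive control; higher means more Nile Red kept so more efflux inhibition; some compounds called inactive have numbers as strong as hits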
# Fh CTSL1 inh: counter-screen for PFM18AAP inhibitors: inhibitors of F. hepatica cathepsin L1; 300,000 compounds, 0.49% hits; recombinant F. hepatica cathepsin L1, Z-Leu-Arg-MCA fluorescence; inhibition, % at 5.96 µM;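 active means inhibition above the mean of all tested compounds plus 3 SD, set per screening campaign, cut at about 17% in these data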;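 further: 0% = plate median of test compound wells and 100% = 1 µM Z-Phe-Ala-diazomethylketone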
# core dimer inh: blocks dimerization of HCV core protein | inhibition, % at 5 µM | 300,000 compounds, 0.33% hits | TR-FRET GST/Flag-core106 dimerization, 1536-well | AID 1899;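 active means inhibition above the mean of all tested compounds plus 3 SD, set per screening campaign, cut at about 45% in these data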
#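 Material: GST/Flag-tagged HCV core106 proteins. Incubation: 4 h, 22.5 °C incubation. Read-out basis: inhibition (%) from 671 over 617 nm ratio. Measured by: TR-FRET, excitation 340 nm, emission 617 and 671 nm.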
# An asterisk follows results filed as active; i = inactive; ? = inconclusive; nt = not tested or not shown.
SMILES	PP1 counter	JMJD2C inh	TPT1 inh	procasp7 counter	PP5 primary	proCasp3 act	Efflux pump inh	Fh CTSL1 inh	core dimer inh
COc1cccc(S(=O)(=O)NCc2ccc(C(=O)NCc3ccco3)cc2)c1	1	-4	5	-8	-0.9	3	-0.2	-2	9
Cc1cc(NC(=O)C2CCCCC2C(=O)O)no1 (stereo not given)	-4	3	-2	3	-0.1	-5	0.1	-2	2
O=C(Nc1cccnc1)c1ccc(Cl)c(S(=O)(=O)N2CCOCC2)c1	2	6	0	-3	4.3	1	0.0	-1	-4
COCCNC(=O)C(c1ccc(C)cc1)N(CCOC)C(=O)CCC(=O)Nc1ccccn1 (stereo not given)	2	2	-1	9	0.3	-1	-0.2	-2	-13
CC1CCC2(CC1)NC(=O)N(CC(=O)Nc1cccnc1Cl)C2=O (stereo not given)	-5	2	nt	3	-0.1	8	-0.2	nt	nt
O=C1OC(CN2CCOCC2)CN1N=Cc1ccc([N+](=O)[O-])o1 (stereo not given)	1	nt	-6	-5	-0.7	-8	-0.1	7	-1
COc1ccc(-c2nn(-c3ccccc3)cc2C=O)cc1[N+](=O)[O-]	-2	-31	0	-5	2.1	2	-0.1	2	10
COc1cccc(CCNC(=O)c2cc(COc3c(F)cccc3F)on2)c1	1	-5	1	10	2.6	6	0.1	1	5
CC1CCN(C(=O)COC(=O)c2ccc(=O)n(Cc3ccccc3)n2)CC1	-1	-6	-5	2	-1.6	-8	0.0	17	-9
O=C(CN1CCC(O)(c2ccccc2F)CC1)NCCc1c[nH]c2ccccc12	1	4	-1	0	2.5	-1	0.1	1	1
Cc1[nH]nc2c1C(c1ccccc1F)CC(=O)N2 (stereo not given)	0	i	-5	-6	5.0	2	-0.3	1	-7
Cc1ccc(NC(=O)N2CCCC2C(=O)NCC2CCCCC2)cc1 (stereo not given)	-3	-16	2	-2	4.4	1	0.1	2	-1
CCCc1nc2c(ccc3ccccc32)cc1CC	-1	-17	-1	6	-0.6	12	-0.3	-4	-11
O=C(NCc1ccccc1)c1ccc2nccnc2c1	-1	-4	-3	16	-0.5	-2	-0.2	8	-1
COc1ccc(NC(=O)c2cc(S(=O)(=O)N3CCOCC3)ccc2N2CCOCC2)cc1	-2	7	-1	2	-1.9	-5	1.9	1	-1
C[N+](C)(C)C[C@H](O)CC(=O)[O-]	2	?	-1	7	1.3	-10	0.0	-2	1
O=C(c1cccs1)N1CCN(S(=O)(=O)N2CCOCC2)CC1	-6	25	1	2	-1.9	1	0.0	-6	2
Cc1ccc(NC(=O)C(C)N2CCCC2)cc1Cl (stereo not given)	6	-29	2	6	-0.7	5	0.3	-3	-10
CCn1c(=O)cc(SCC(=O)N2CCN(C)CC2)c2ccccc21	-1	-9	6	7	1.9	0	0.0	3	-7
CC(C)n1c(SCc2ccc(Cl)cc2)nc2c1c(=O)[nH]c(=O)n2C	3	-1	0	10	2.4	9	0.1	-1	9
CCOC(=O)c1nn(-c2ccc(Cl)cc2)c2nc(Nc3ccccc3)cc(=O)n12	0	-1	-4	5	1.8	7	0.0	-3	4
O=C(N=C1SC2CS(=O)(=O)CC2N1c1ccccc1)C1CC1 (stereo not given)	-1	3	-1	9	-0.8	8	0.1	-6	1
C=CCn1c(SCC(=O)NC23CC4CC(CC(C4)C2)C3)nc2cc(C(=O)O)ccc2c1=O	-4	5	1	0	-1.3	-1	0.0	7	9
O=C1NC[C@@H](c2ccccc2)OC(=O)[C@H](Cc2ccc(F)cc2)C/C=C\C[C@@H]1CC(=O)N(CCO)Cc1ccccc1	nt	3	nt	-2	nt	-5	0.4	nt	nt
O=c1c2cc(N3CCOCC3)ccc2[nH]c(=S)n1Cc1ccco1	9	17	5	-11	10*	-4	0.0	0	9
Cc1ccc(S(=O)(=O)/N=C(/Nc2nc(C)cc(C)n2)N2CCOCC2)cc1	-1	1	4	-2	1.3	-3	0.1	-2	0
CCOC(=O)C(C)(C)N(Cc1ccc(Cl)cc1)S(=O)(=O)c1ccc(Cl)c([N+](=O)[O-])c1	2	9	2	-7	3.5	0	0.0	-4	10
CC(=O)c1cccc(NC(=O)c2nc(-c3ccccc3)oc2C)c1	-2	6	1	-15	1.9	-14	-0.1	10	-1
Cc1oc(-c2ccccc2)cc1C(=O)NC(Cc1c[nH]c2ccccc12)C(=O)O (stereo not given)	6	1	3	-18	1.2	-4	-0.3	3	3
O=C(CN1C(=O)COc2ccc(Cl)cc21)N1CCc2ccccc21	18*	-3	1	8	0.7	11	-0.2	-1	-2
CC1CCN(C(=O)COC(=O)c2ccc(F)c(S(=O)(=O)N3CCOCC3)c2)CC1	-4	6	2	1	-0.6	0	-0.1	-5	-1
O=C(Cc1cccs1)Nc1nc2c(s1)CCCC2	0	13	1	1	3.0	-4	0.1	-1	1
O=C(NCCCNC(=O)c1ccco1)c1ccc(Cl)cc1	0	5	0	-7	2.5	-10	-0.1	1	-4
O=C(CSCc1ccccc1Br)N/N=C/c1ccccc1C(=O)O	-1	-1	5	-8	-2.1	0	0.2	-7	-1
COc1ccccc1/C=C/C=N/NC(=O)c1cccs1	1	-7	2	-6	1.6	-8	0.4	0	-8
COc1cc(C)ccc1OCCOCCN(C)Cc1ccccc1	1	3	-5	-6	1.1	-3	-1.5	3	-7
CC(C)(C)c1ccc(C(=O)N2CCN(S(=O)(=O)c3ccc(Br)s3)CC2)cc1	3	-6	nt	-1	3.8	-9	0.0	nt	nt
Cc1ccc(C(=O)OCC(=O)NC(C)C2CC3CCC2C3)cc1N (stereo not given)	nt	0	nt	-5	nt	4	0.2	nt	nt
COc1cc(C(C[N+](=O)[O-])c2c(C)[nH]c3ccccc23)ccc1O (stereo not given)	-6	-1	0	-6	3.9	-6	-0.1	-3	-3
CCOC(=O)N1CCC(NC(=O)CS(=O)(=O)Cc2nc(-c3cccc(OC)c3)oc2C)CC1	-2	-21	-7	7	-1.0	-3	0.0	4	2
CCN(CC)C(=O)CSc1nnc(CCNC(=O)OC(C)(C)C)o1	1	10	-4	-4	-2.2	4	0.1	1	0
O=S(=O)(c1ccc(Br)cc1)N1CCN(c2ccc3nnc(-c4ccccc4)n3n2)CC1	2	-18	-5	0	2.8	13	0.5	-2	11
CC(Oc1cccc(NC(=O)c2cccs2)c1)C(=O)c1ccccc1 (stereo not given)	1	6	-1	6	4.5	0	0.1	5	5
O=C(CC1C[C@H](C(=O)N2CCCCC2)[C@@]2(CCc3ccccc3)c3[nH]c4ccccc4c3CCN2C1=O)NCc1cccc(C(F)(F)F)c1 (stereo not given in full)	nt	24	nt	3	nt	5	0.2	nt	nt
N#Cc1nc(Cc2ccccc2)oc1NCCCn1ccnc1	-5	-7	0	-7	2.0	3	0.0	0	12
O=C(NCCOc1ccccc1F)C1CC(=O)N(Cc2ccccc2)C1 (stereo not given)	nt	1	nt	5	nt	7	0.2	nt	nt
COc1ccc(OS(=O)(=O)Cc2ccccc2)cc1	0	6	0	0	-0.1	-5	0.3	1	3
COc1ccc(C(=O)OCC(=O)c2ccc[nH]2)cc1	0	0	nt	-1	3.1	6	0.0	nt	nt
c1ccc2c(c1)COC(CNC1CCCCC1)OC2	-5	1	1	10	-3.0	5	-0.1	1	-6
CC1(C)Cc2nc(-c3ccccc3)nc(NNC(=O)c3ccco3)c2CO1	-3	3	-1	1	-0.3	5	-0.1	4	-3
OC(CNCc1cccc(Br)c1)c1ccccc1 (stereo not given)	-2	-1	-4	-2	1.9	1	0.0	1	-3
Cc1ccc2nc3n(c(=O)c2c1)-c1ccccc1C(=O)NC3Cc1ccc(O)cc1 (stereo not given)	nt	5	nt	4	nt	2	-0.2	nt	nt
COc1ccc(N2CCN(C(=O)c3ccc(NS(=O)(=O)c4cccc(F)c4)cc3)CC2)cc1	2	4	-1	3	1.6	1	-0.1	3	5
CC(=O)N1CCc2c(sc(NC(=O)C3CCN(S(=O)(=O)c4cccs4)CC3)c2C(N)=O)C1	-2	-3	23	6	0.3	5	0.2	2	4
Clc1ccc(-c2nc3cnccn3c2Nc2ccc3c(c2)OCO3)cc1	4	0	0	-3	5.6	-15	0.0	-3	0
Cn1c(=O)[nH]c(=O)c2c1nc(NCc1ccco1)n2Cc1ccccc1Cl	-5	1	-3	1	0.8	9	-0.1	1	-3
O=C(CCNS(=O)(=O)c1ccccc1C(F)(F)F)N1CCN(S(=O)(=O)c2cccc(F)c2)CC1	-5	0	1	9	0.8	12	0.1	10	1
O=C1C2C3c4ccccc4C(c4ccccc43)[C@@H]2C(=O)N1c1nc(-c2ccccc2)cs1 (stereo not given in full)	0	8	-2	-4	-0.4	-13	-1.7	0	19
Cc1cc[n+](-c2nc3ccccc3nc2[N-]S(=O)(=O)c2cccs2)cc1C	-1	1	-3	9	-0.9	1	0.0	-1	-1
COC(=O)C1=C(C)NC2=C(C(=O)c3ccccc32)C1c1cccc(OC)c1 (stereo not given)	8	11	-2	7	-0.7	-7	-0.1	1	-20

# Entries listed so far containing a CF3 group:
SMILES	PP1 counter	JMJD2C inh	TPT1 inh	procasp7 counter	PP5 primary	proCasp3 act	Efflux pump inh	Fh CTSL1 inh	core dimer inh
O=C(CC1C[C@H](C(=O)N2CCCCC2)[C@@]2(CCc3ccccc3)c3[nH]c4ccccc4c3CCN2C1=O)NCc1cccc(C(F)(F)F)c1 (stereo not given in full)	nt	24	nt	3	nt	5	0.2	nt	nt
O=C(CCNS(=O)(=O)c1ccccc1C(F)(F)F)N1CCN(S(=O)(=O)c2cccc(F)c2)CC1	-5	0	1	9	0.8	12	0.1	10	1

# Later entries
SMILES	PP1 counter	JMJD2C inh	TPT1 inh	procasp7 counter	PP5 primary	proCasp3 act	Efflux pump inh	Fh CTSL1 inh	core dimer inh
COc1ccc(O)c(C(=O)c2cnn(-c3ccccc3)c2)c1	0	-9	0	-19	1.3	-15	-0.1	-4	11
COc1cc(C2SCC(=O)N2c2nnc(C34CC5CC(CC(C5)C3)C4)s2)cc(OC)c1OC (stereo not given)	-1	-1	1	-3	1.3	4	-0.1	9	6
OCCCn1c(-c2ccccc2)nc(=S)c2c1CCCC2	-4	-4	0	11	1.1	11	0.0	-1	2
O=C(CNC(=O)c1ccncc1)N/N=C/c1ccc(Br)cc1	-1	5	-3	1	-0.8	0	-0.1	-3	-1
CC1=C([N+](=O)[O-])C(c2ccc3c(c2)OCO3)N(C)C(=O)N1C (stereo not given)	-2	2	2	-10	1.7	-1	0.0	4	-2

# Screening data deposited in PubChem BioAssay by several laboratories.
